Screening data as filed in PubChem.
PLC-gamma1 inh: PLC-gamma1 (human) inhibition, primary screen; P19174; purified PLC-gamma1, fluorogenic substrate, fluorescence; inhibition, % at 12.2 µM; hit rate 0.84% among 370,000; AID 720700; in the data active = inhibition above about 9.5%
ASAP1 GAP inh: ASAP1 ArfGAP inhibition; Q9ULH1; ASAP1-stimulated ARF1 GTP hydrolysis, GDP FP detection; inhibition, % at 16.5 µM; hit rate 0.19% among 360,000; AID 624377; in the data active = inhibition above about 25%;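 also: 0% = vehicle with enzyme and substrate and 100% = no enzyme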
Target sequence (Q9ULH1 325-724 limits assumed): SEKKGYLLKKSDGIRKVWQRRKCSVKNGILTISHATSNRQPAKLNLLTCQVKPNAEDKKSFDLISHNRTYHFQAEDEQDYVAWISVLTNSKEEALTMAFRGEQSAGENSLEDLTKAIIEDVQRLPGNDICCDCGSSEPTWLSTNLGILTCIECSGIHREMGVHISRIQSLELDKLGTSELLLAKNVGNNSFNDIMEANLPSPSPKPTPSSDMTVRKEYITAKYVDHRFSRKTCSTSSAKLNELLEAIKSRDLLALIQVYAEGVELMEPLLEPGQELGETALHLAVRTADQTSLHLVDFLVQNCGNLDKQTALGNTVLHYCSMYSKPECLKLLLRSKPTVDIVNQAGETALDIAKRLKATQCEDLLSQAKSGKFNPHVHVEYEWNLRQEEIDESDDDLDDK
KLK7 zymogen act: activators of human kallikrein-7 zymogen; activation, % at 7 µM; purified proKLK7, EDANS-DABCYL substrate fluorescence; 100% is mature enzyme control, 0% vehicle; hit rate 0.9% among 370,000;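 active = activation above the mean of all tested compounds plus 3 SD, computed per campaign excluding outliers beyond control limits, cut at about 13% in these data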
Target sequence (P49862 whole entry, looked up): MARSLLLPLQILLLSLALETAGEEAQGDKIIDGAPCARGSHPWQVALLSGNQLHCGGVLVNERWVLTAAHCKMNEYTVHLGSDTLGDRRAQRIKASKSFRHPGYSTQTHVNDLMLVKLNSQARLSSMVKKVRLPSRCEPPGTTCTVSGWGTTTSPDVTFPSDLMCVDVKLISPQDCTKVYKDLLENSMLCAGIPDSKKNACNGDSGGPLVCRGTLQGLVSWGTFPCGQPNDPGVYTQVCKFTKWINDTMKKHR
Tn6 DDE FP: DD(E)-Tn6 binding inhibition, primary FP screen | inhibition, % at 8.3 µM | hit rate 0.21% among 370,000 | P02675 | Fibrin DD(E) TRITC-Tn6 fluorescence polarization displacement;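 active = inhibition above a per-campaign cutoff: mean of compounds within control limits plus 3 SD, cut at about 15% in these data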;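 also: 0% = median of all compound wells on the plate and 100% = blocking peptide control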
TDP2 inh: blocks human TDP2 phosphodiesterase activity | recombinant TDP2, T5PNP hydrolysis, p-nitrophenol absorbance 415 nm | inhibition, % at 12.8 µM | hit rate 0.34% among 370,000;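 active = inhibition above the mean of all tested compounds plus 3 SD, set per campaign, cut at about 25% in these data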;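 also: 0% = DMSO with enzyme and 100% = buffer with substrate but no TDP2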
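Test system: Human TDP2 enzyme | Reagent: 5 mM T5PNP | Compound dosing: 12.8 µM single point, 1% DMSO | Incubation: Enzyme reaction with compound for 2 h at 37 °C | Technique: p-Nitrophenol epi absorbance | Read-out: % inhibition relative to enzyme-containing and enzyme-free wells | Benchmarks: High control without enzyme, low control DMSO plus TDP2 | Replicates: Singlicate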
ADAM10 inh: inhibitors of human ADAM10; O14672; recombinant ADAM10, EDANS/DABCYL FRET peptide cleavage, 3 h; inhibition, % at 7 µM; hit rate 0.62% among 370,000; AID 720582;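 active = inhibition above a per-campaign cutoff equal to the mean of compounds falling between control-based bounds plus 3 SD, cut at about 20% in these data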;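 also: 0% = DMSO wells while the 100% control is not disclosed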
LEDGF integ inh: blocks HIV-1 LEDGF/p75-dependent DNA integration; hit rate 0.64% among 370,000; TR-FRET IN-LEDGF/p75 DNA integration, Eu/Cy5; AID 743269; inhibition, % at 3.7 µM;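 active = inhibition above the screen-wide mean plus 3 SD, cut at about 13% in these data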;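 also: signal is the Cy5 over europium emission ratio at 671 and 618 nm; 0% = plate median of compound wells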
ARFGAP1 inh: inhibitors of rat ARFGAP1; Arfgap1-stimulated ARF1 GTP hydrolysis, GDP FP detection; inhibition, % at 16.5 µM; hit rate 0.26% among 360,000;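 active = inhibition above a per-plate limit, mean inhibition of low control wells plus 3 SD, cut at about 25% in these data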;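 also: 0% = DMSO wells with enzyme and 100% = wells lacking Arfgap1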
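System: truncated rat Arfgap1 GAP domain / Benchmarks: high control wells lacking Arfgap1, low control full reaction with DMSO / Times: compound-enzyme preincubation 20 min, reaction 120 min, detection 60 min, 25 °C / Repeats: one replicate per compound / Also added: human ARF1(Δ1-17)-GTP substrate / Measured by: Tracer-displacement fluorescence polarization with EDTA stop, 620/688 nm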
DDE Tn7 FP inh: DD(E)-Tn7 binding inhibition, primary FP screen. P02675. FP displacement of FITC-Tn7 peptide from fibrin DD(E); 0% = median of compound wells per plate. inhibition, % at 8.3 µM. hit rate 0.13% among 370,000;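 active = inhibition above the mean of compounds falling within the control limits plus 3 SD of them, cut at about 14% in these data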;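 also: 0% = plate median of compound wells and 100% = 10 µM Aha-Tn7 peptide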
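Assay system: Fibrin-DD(E) protein isolated from polymerized human fibrin clots; read-out basis: percent inhibition; medium: Tris/NaCl/CaCl2 buffer, pH 7.8; signal: FP measurement; incubation: 10 min plus 3 h, room temperature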
ADAM17 inh: ADAM17 inhibition, QFRET primary screen | AID 720648 | P78536 | recombinant ADAM17, EDANS/DABCYL FRET peptide cleavage | inhibition, % at 6.95 µM | hit rate 0.83% among 370,000;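 active = inhibition above the mean of compounds lying between control limits plus 3 SD, set per campaign, cut at about 8.5% in these data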;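 also: 0% = DMSO-only wells as the low control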
* hit, by the source's call; i = inactive; . = no result given.

| entry | molecule | PLC-gamma1 inh | ASAP1 GAP inh | KLK7 zymogen act | Tn6 DDE FP | TDP2 inh | ADAM10 inh | LEDGF integ inh | ARFGAP1 inh | DDE Tn7 FP inh | ADAM17 inh |
| --- | --- | --- | --- | --- | --- | --- | --- | --- | --- | --- | --- |
| 1 | CNCCCOc1ccc(Cl)cc1C(C)(C)C | 7 | -1 | 0.5 | -3 | 0 | 1 | 1 | 18 | 0 | -5 |
| 2 | O=C(/C=C/c1ccc(F)cc1)Nc1cc(S(=O)(=O)N2CCOCC2)ccc1N1CCOCC1 | -1 | -7 | 0.5 | 4 | 9 | -5 | -2 | 4 | 8 | -5 |
| 3 | COCc1cc(SC2CCCCC2)nc(C)n1 | 2 | 8 | 0.7 | -1 | -6 | 8 | -4 | 8 | 0 | 4 |
| 4 | Nc1c(-c2ccc(Cl)cc2)nnn1-c1ccccc1 | -5 | 5 | 0.5 | -3 | -10 | -13 | -1 | 6 | 0 | -2 |
| 5 | COc1cc2c(cc1OC)C(C)N(C(=O)CCNC(=O)c1ccccc1)CC2 (centres undefined) | 1 | 10 | 0.9 | 2 | 8 | 1 | 0 | -14 | 3 | 0 |
| 6 | O=C1OCC(Cn2c3ccccc3c3ccccc32)O1 (centres undefined) | 11* | 5 | 0.7 | 4 | -18 | 7 | 0 | 17 | -2 | 7 |
| 7 | COc1ccc(CNC(=O)C2CCN(C(=O)[C@@H]3Cc4ccccc4CN3)CC2)cc1 | -3 | -4 | -0.3 | -6 | 13 | 2 | -1 | 20 | -5 | -5 |
| 8 | CCN1CCc2c(C#N)c(NCc3ccccc3)nc(NCCO)c2C1 | i | -10 | 14* | 3 | 4 | i | -1 | 20 | -6 | -241 |
| 9 | COc1ccc2c(c1)C(C)=CC(C)(C)N2S(=O)(=O)c1ccc(NC(C)=O)cc1 | -1 | 17 | 0.5 | -1 | -1 | 5 | 0 | -2 | -6 | 2 |
| 10 | CCn1ncc(C2C(C(=O)Nc3ccc(C)cn3)=C(C)NC3=C2C(=O)CCC3)c1C (centres undefined) | -202 | 7 | 8.0 | -2 | 4 | -354 | -1 | 1 | 13 | -120 |

Reprinted at random: 3 records from the list, in no set order.
| entry | molecule | PLC-gamma1 inh | ASAP1 GAP inh | KLK7 zymogen act | Tn6 DDE FP | TDP2 inh | ADAM10 inh | LEDGF integ inh | ARFGAP1 inh | DDE Tn7 FP inh | ADAM17 inh |
| --- | --- | --- | --- | --- | --- | --- | --- | --- | --- | --- | --- |
| 5 | COc1cc2c(cc1OC)C(C)N(C(=O)CCNC(=O)c1ccccc1)CC2 (centres undefined) | 1 | 10 | 0.9 | 2 | 8 | 1 | 0 | -14 | 3 | 0 |
| 9 | COc1ccc2c(c1)C(C)=CC(C)(C)N2S(=O)(=O)c1ccc(NC(C)=O)cc1 | -1 | 17 | 0.5 | -1 | -1 | 5 | 0 | -2 | -6 | 2 |
| 8 | CCN1CCc2c(C#N)c(NCc3ccccc3)nc(NCCO)c2C1 | i | -10 | 14* | 3 | 4 | i | -1 | 20 | -6 | -241 |

3 compounds out of the list above, arranged by the number in ADAM10 inh, highest first:
| entry | molecule | PLC-gamma1 inh | ASAP1 GAP inh | KLK7 zymogen act | Tn6 DDE FP | TDP2 inh | ADAM10 inh | LEDGF integ inh | ARFGAP1 inh | DDE Tn7 FP inh | ADAM17 inh |
| --- | --- | --- | --- | --- | --- | --- | --- | --- | --- | --- | --- |
| 7 | COc1ccc(CNC(=O)C2CCN(C(=O)[C@@H]3Cc4ccccc4CN3)CC2)cc1 | -3 | -4 | -0.3 | -6 | 13 | 2 | -1 | 20 | -5 | -5 |
| 5 | COc1cc2c(cc1OC)C(C)N(C(=O)CCNC(=O)c1ccccc1)CC2 (centres undefined) | 1 | 10 | 0.9 | 2 | 8 | 1 | 0 | -14 | 3 | 0 |
| 2 | O=C(/C=C/c1ccc(F)cc1)Nc1cc(S(=O)(=O)N2CCOCC2)ccc1N1CCOCC1 | -1 | -7 | 0.5 | 4 | 9 | -5 | -2 | 4 | 8 | -5 |

Some values from above.
Entry for #3 under ADAM10 inh: 8
Entry for #1 under TDP2 inh: 0

Continued:
| entry | molecule | PLC-gamma1 inh | ASAP1 GAP inh | KLK7 zymogen act | Tn6 DDE FP | TDP2 inh | ADAM10 inh | LEDGF integ inh | ARFGAP1 inh | DDE Tn7 FP inh | ADAM17 inh |
| --- | --- | --- | --- | --- | --- | --- | --- | --- | --- | --- | --- |
| 11 | Cc1ccc(S(=O)(=O)N2CCCc3ccccc32)cc1C | 1 | -2 | 0.8 | -3 | -10 | 0 | -8 | 4 | 9 | 2 |
| 12 | CSc1ccc(NC(=O)N2CCC(C(=O)c3ccc(F)cc3)CC2)cc1 | 2 | 4 | -0.3 | -7 | -5 | 7 | 0 | 1 | -7 | 3 |
| 13 | COc1cc(/C=C2\SC(N3CCc4ccccc4C3)=NC2=O)cc(OC)c1OC | -21 | 19 | -1.6 | -2 | 2 | -3 | -6 | -8 | 10 | -3 |
| 14 | CCCCN(CCCNC(=O)CN1C(=O)COc2ccccc21)c1ccccc1 | 0 | 5 | 0.6 | -9 | 6 | 1 | -6 | 4 | 1 | -1 |
| 15 | Cc1ccccc1-c1cccc([C@@H]2C[C@H]3[C@H](CON3C)CN2S(=O)(=O)c2ccccc2C)c1 | 0 | -11 | -0.9 | 2 | 2 | 1 | -2 | 12 | 1 | 0 |
| 16 | O=C(COC(=O)c1cc(Br)ccc1Cl)NC1CCCC1 | -3 | 4 | 0.0 | -6 | -10 | -4 | -1 | 3 | 7 | -3 |
| 17 | O=C(NCC1CCCO1)c1cccc(S(=O)(=O)NCc2ccccc2)c1 (centres undefined) | 1 | 6 | 0.3 | -1 | -2 | -7 | -6 | 17 | 3 | -4 |
| 18 | CN(Cc1ccccc1)C(=O)OCc1cn(Cc2cc(F)cc(F)c2)nn1 | 0 | . | 0.6 | 4 | 4 | -3 | -2 | . | -1 | -6 |
| 19 | OC(CNc1ccnc2cc(Cl)ccc12)CNC1CCCCC1 (centres undefined) | -1 | -4 | -0.7 | 2 | 0 | -57 | -6 | -4 | -1 | -14 |
